High-throughput results: PubChem BioAssay, Sanford-Burnham Center for Chemical Genomics
Jurkat NFkB inh: inhibitors of induced NF-kB luciferase reporter, primary screen, TCR NF-kB activation inhibitor project, cell-based, luminescence, uHTS. inhibition, % at 4 µM. hit rate 0.53% among 330,000. Jurkat, PMA/ionomycin-induced NF-kB luciferase reporter. AID 435003, 2010; in the data active = inhibition above about 50%
APJ ag: agonists of human apelin receptor APJ, primary screen, CHO-K1 cells, PathHunter beta-arrestin, luminescence; P35414; activation, % at 20 µM; hit rate 0.11% among 330,000; AID 2520, 2010; 0% DMSO wells, 100% apelin;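 active = activation more than six SD over the plate average, tested at 20 µM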;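 also: 0% = DMSO alone and 100% = apelin-13 at 10 nM; some results filed as inactive read as strong as hits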
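Assay system – PathHunter CHO-K1 APJ (AGTRL-1) beta-arrestin reporter cells · Compound – one dose, 20 µM compound, 1% DMSO · Timing – compound 90 min 25 °C, reagent 1 h · Measured by – luminescence from split beta-galactosidase complementation, Galacton Star/Emerald II substrate · Measure – beta-arrestin recruitment to APJ as agonist activity, luminescent signal · Benchmarks – DMSO vs Apelin-13 10 nM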
Mdm2 MdmX PPI: inhibitors of human Mdm2-MdmX association, primary screen, cell-based, luminescence, split luciferase, SaOS-2, uHTS; inhibition, % at 8 µM; hit rate 3% among 330,000; AID 485346, 2010; SaOS-2 split-luciferase Mdm2/MdmX complementation;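 active = inhibition of at least 50% at 8 µM in the primary screen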
Target sequence (O15151 whole entry, looked up): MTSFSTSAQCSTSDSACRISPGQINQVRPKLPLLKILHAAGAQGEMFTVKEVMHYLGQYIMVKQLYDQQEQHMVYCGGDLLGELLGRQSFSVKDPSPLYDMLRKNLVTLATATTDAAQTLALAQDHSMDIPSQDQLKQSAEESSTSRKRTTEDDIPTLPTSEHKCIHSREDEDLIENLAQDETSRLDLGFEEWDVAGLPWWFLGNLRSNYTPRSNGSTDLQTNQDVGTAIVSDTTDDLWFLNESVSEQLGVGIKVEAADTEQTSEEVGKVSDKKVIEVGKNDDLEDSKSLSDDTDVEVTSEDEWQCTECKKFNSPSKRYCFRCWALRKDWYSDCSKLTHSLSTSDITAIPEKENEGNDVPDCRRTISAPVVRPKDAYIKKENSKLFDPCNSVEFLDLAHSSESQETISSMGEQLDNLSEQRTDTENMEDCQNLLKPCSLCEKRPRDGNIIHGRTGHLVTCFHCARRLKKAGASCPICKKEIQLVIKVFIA
Target sequence (Q00987 whole entry, looked up): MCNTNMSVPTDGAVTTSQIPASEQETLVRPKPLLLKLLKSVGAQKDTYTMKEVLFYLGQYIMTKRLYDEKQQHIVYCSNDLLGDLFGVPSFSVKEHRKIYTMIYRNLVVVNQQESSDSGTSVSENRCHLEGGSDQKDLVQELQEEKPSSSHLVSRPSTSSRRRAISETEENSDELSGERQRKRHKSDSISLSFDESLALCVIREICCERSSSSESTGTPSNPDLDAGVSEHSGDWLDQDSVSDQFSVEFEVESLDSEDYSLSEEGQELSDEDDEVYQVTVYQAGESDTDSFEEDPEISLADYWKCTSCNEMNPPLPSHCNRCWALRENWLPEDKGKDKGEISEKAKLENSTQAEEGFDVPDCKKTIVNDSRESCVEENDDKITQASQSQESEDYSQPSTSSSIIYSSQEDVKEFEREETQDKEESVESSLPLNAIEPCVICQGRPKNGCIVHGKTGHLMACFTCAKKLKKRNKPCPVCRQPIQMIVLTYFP
UPR XBP1 act: activators of adaptive XBP1 UPR arm, primary screen, cell-based, CHO-XBP1 luciferase reporter, luminescence, uHTS; IRE1-XBP1 UPR activation; percent of tunicamycin response, DMSO as zero; activation, % at 20 µM; hit rate 0.33% among 330,000;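 active = versus positive control, 20 µM dose yields 30% or more activation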;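 also: 100% = tunicamycin at 10 µg/mL and 0% = DMSO only wells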
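Material: CHO cell line with stable XBP1 luciferase reporter; schedule: 16-18 h cell attachment at 37 °C, then 6 h compound exposure; signal: glow luminescence from Steady-Glo reagent; medium: serum-containing F12 medium, 10% FBS; benchmarks: tunicamycin 10 µg/mL and vehicle-only wells; read-out: percent activation relative to tunicamycin reference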
697 NFkB inh: inhibitors of PMA/ionomycin-induced NF-kB reporter, 697 cells, primary screen, B-cell NF-kB inhibitor project, cell-based, luminescence, uHTS | hit rate 0.33% among 330,000 | 697 B-cell NF-kB luciferase reporter, 16 h | inhibition, % at 4 µM; in the data active = inhibition above about 35%
tim23-1 inh: growth inhibitors of tim23-1 mutant yeast, primary screen, luminescence, uHTS; inhibition, % at 20 µM; hit rate 1.3% among 330,000; S. cerevisiae tim23-1 growth, BacTiter-Glo luminescence, 24 h; AID 463212, 2010;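 active = growth inhibition of the mutant yeast at or above 50%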;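 also: temperature-sensitive mutant grown at 25 °C; plate controls were DMSO-treated mutant yeast for no effect and medium wells lacking yeast for full effect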
APJ antagonist: antagonists of human apelin receptor APJ, primary screen, CHO-K1 cells, beta-arrestin complementation, luminescence | P35414 | inhibition, % at 20 µM | hit rate 0.32% among 330,000 | AID 2521, 2010;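 active = inhibition above about 40% at 20 µM, limit read from the data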;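 also: cells challenged with 10 nM apelin-13 agonist together with compound; plate controls were apelin-13 plus DMSO wells for no effect and DMSO wells lacking apelin-13 for full effect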
UPR CHOP act: activators of apoptotic CHOP UPR arm, primary screen, cell-based, CHO-CHOP luciferase reporter, luminescence, uHTS. UPR activation; percent of tunicamycin response over DMSO baseline. activation, % at 10 µM. hit rate 0.34% among 330,000. AID 449763, 2010;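 active = at 10 µM dose, activation of 40% or more, normalized to positive control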;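 also: 100% = tunicamycin at 10 µg/mL and 0% = DMSO alone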
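Evaluation: % reporter activation, DMSO baseline versus tunicamycin full activation; System: CHO-CHOP luciferase reporter cell line; Input: 500 cells/well; Incubation: 6 h compound treatment, 37 °C; Measured by: Steady-Glo luciferase luminescence; Dosing: one dose, 10 µM in 0.5% DMSO; Buffer or medium: F12 medium, 10% FBS; Benchmarks: positive tunicamycin 10 µg/mL, negative DMSO alone.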
Starred values were filed as active, the others as inactive.

smiles,Jurkat NFkB inh,APJ ag,Mdm2 MdmX PPI,UPR XBP1 act,697 NFkB inh,tim23-1 inh,APJ antagonist,UPR CHOP act
CCCN(CC(=O)Nc1ccc(F)c(F)c1F)C(=O)CCc1nc2ccccc2c(=O)[nH]1,-4,-8,4,-1,24,-10,12,1.2
CCOc1ccc(NC(=O)C2CSC(c3ccncc3)=N2)cc1 (configuration not stated),7,-4,-13,-1,1,3,6,-1.0
CCCC1Cc2c(sc(NC(=S)NC(=O)c3ccccc3)c2C#N)CO1 (configuration not stated),-2,-5,16,6,-15,18,30,2.2
CC(C)N(CCCNC(=O)C1CCN(S(=O)(=O)N2CCOCC2)CC1)Cc1ccccc1,-19,1,10,-1,-5,13,-20,-2.0
C=CCn1c(SCC(=O)Nc2sccc2C(N)=O)nc2sc(C)c(C)c2c1=O,-5,6,42,-3,-38,-7,2,-0.5
COc1ccccc1N1CCN(C(=O)CCSCc2ccccc2F)CC1,-18,0,-70,1,0,37,-4,4.3
Cc1nc2oc3c(NCC4CCCO4)ncnc3c2c2c1COC(C)(C)C2 (configuration not stated),7,-2,21,-1,26,19,12,-0.3
O=C(Cc1nnc(NC(=O)Nc2ccccc2F)s1)NCc1ccccc1,-30,-6,31,2,0,-18,-4,2.1
O=C(CSc1nnc2c(n1)[nH]c1ccc(F)cc12)OCc1ccccc1,-12,-1,10,-1,-1,-24,1,0.0
CC(=O)NCCn1c(SCc2ccccc2F)nc2ccccc2c1=O,7,-3,3,2,-1,23,-8,0.4

More results.
smiles,Jurkat NFkB inh,APJ ag,Mdm2 MdmX PPI,UPR XBP1 act,697 NFkB inh,tim23-1 inh,APJ antagonist,UPR CHOP act
Cc1cc(C)c2cc(C#N)c(SCC(=O)Nc3cc(C)on3)nc2c1,-14,2,11,-2,10,-3,10,-2.3
O=C(O)c1cccc(N2C(=O)c3ccc(Oc4ccc(Cl)cc4)cc3C2=O)c1,-2,-1,14,-5,-4,-4,9,-0.5
Cc1ccc(C(=O)OCC(=O)NCc2ccc3c(c2)OCO3)s1,21,-4,7,1,-2,14,15,0.9
Cc1ccc(C(=O)Nc2nnc(SCC(=O)N3CCCc4ccccc43)s2)cc1,-11,0,-77,-5,-77,25,9,-6.0
O=C(OCC(=O)N1CCCc2ccccc21)c1cncc(Br)c1,3,-4,-3,-1,-7,5,-10,-0.3
CCCCNc1cc(C(=O)O)cc(S(N)(=O)=O)c1Oc1ccccc1,-3,-3,-2,-8,5,-3,1,-1.7
COc1ccc(NC(=O)N2CCCCCC2)c(OC)c1,8,-4,19,3,0,9,-1,0.1
CCC(=O)c1cn(CC(=O)Nc2ccccc2)c2ccccc12,0,-1,3,-2,3,-5,1,3.2
CN(c1cccc(NC(=O)CN(c2ccc(Cl)c(Cl)c2)S(=O)(=O)c2ccccc2)c1)S(C)(=O)=O,1,-1,21,-2,-9,6,5,5.2
CCC1S/C(=C(\C#N)C(=O)NCc2ccco2)N(c2ccc(F)cc2)C1=O (configuration not stated),10,-7,26,-1,5,18,5,-0.1

The list goes on; the last 2 above are carried over.
smiles,Jurkat NFkB inh,APJ ag,Mdm2 MdmX PPI,UPR XBP1 act,697 NFkB inh,tim23-1 inh,APJ antagonist,UPR CHOP act
CN(c1cccc(NC(=O)CN(c2ccc(Cl)c(Cl)c2)S(=O)(=O)c2ccccc2)c1)S(C)(=O)=O,1,-1,21,-2,-9,6,5,5.2
CCC1S/C(=C(\C#N)C(=O)NCc2ccco2)N(c2ccc(F)cc2)C1=O (configuration not stated),10,-7,26,-1,5,18,5,-0.1
CCN(CC)CCCNC(=O)c1ccc(S(=O)(=O)Nc2ccc(C)c(C)c2)cc1,-27,-3,1,0,2,1,-5,2.9
CC(=O)OC(C(=O)n1nc(C)cc1C)c1ccccc1 (configuration not stated),1,-2,-21,-1,4,0,3,-0.3
CC(=O)NCCc1ccc(S(=O)(=O)NC2OC(=O)c3ccccc32)cc1 (configuration not stated),5,-4,26,-1,21,3,12,-1.6
c1ccc(CSc2n[nH]c(-c3ccco3)n2)cc1,-7,10,-14,1,-29,30,-28,4.0
O=C(O)CNC(=S)N(Cc1ccccc1)Cc1cccs1,3,-2,1,-7,-1,11,17,2.2
CCCS(=O)(=O)N1CCN(CC2CC3C=CC2C3)CC1 (configuration not stated),6,-2,28,-2,-9,11,14,1.6
CCOc1ccc(NC(=O)N2CCC(n3c(=O)[nH]c4ccccc43)CC2)cc1,0,0,-12,-3,-6,20,-35,0.1
COc1ccc(-c2sccc2C(C)C(=O)O)cc1 (configuration not stated),2,-6,30,0,7,-9,10,0.0
N#Cc1ccc(C23CC4(C2)[C@H](CN(Cc2ccc(-c5ccccc5)cc2)[C@@H]4c2ccccc2)C3c2ccc(C(F)(F)F)cc2)cc1 (some centres not stated),16,-2,-19,-2,8,20,-3,-0.2
CC(C)Sc1nc(N)nc(-c2cccs2)c1C#N,-22,-4,-46,7,-72,65*,-1,3.5

(cont.)
smiles,Jurkat NFkB inh,APJ ag,Mdm2 MdmX PPI,UPR XBP1 act,697 NFkB inh,tim23-1 inh,APJ antagonist,UPR CHOP act
COc1ccc(C)cc1NC(=O)CSc1nnc(-c2ccc(OC)c(OC)c2)n1N,-21,0,-18,3,-6,12,7,-0.2
O=C(/C=C/c1ccccc1)NNc1ccc(Cl)cc1,35,-8,-1,-2,12,8,62*,-0.9
NS(=O)(=O)c1ccc(NS(=O)(=O)c2ccc3c(c2)OCCO3)cc1,-1,-3,15,0,0,1,1,0.2
O=C(CSCc1ccc(Cl)cc1)c1ccco1,0,-4,-2,-3,16,21,3,1.2
CC(C)CN(C(=O)C1CC1)c1c(N)n(Cc2ccccc2)c(=O)[nH]c1=O,4,6,8,1,11,2,13,0.0
Cc1ccc(S(=O)(=O)N2CCN(C(=O)CN3C(=O)NC4(CCOc5ccccc54)C3=O)CC2)cc1 (configuration not stated),-1,0,18,-1,17,10,-1,-1.2
COc1cc2c(cc1OC)C(C)N(C(=O)c1ccc(Br)o1)CC2 (configuration not stated),-2,0,1,-2,-23,17,2,0.8
Cn1c(=O)c2[nH]c(=O)cnc2n(C)c1=S,-6,-1,6,-1,3,6,21,-1.2
COc1cccc(N/C(N)=N/c2nc(C(F)(F)F)cc(C(F)(F)F)n2)c1,-9,0,23,3,-6,15,-7,-1.0
O=C(NC1CCN(C(=S)NCc2ccco2)CC1)NC12CC3CC(CC(C3)C1)C2,16,-1,11,-1,-3,1,29,0.1

(more compounds)
smiles,Jurkat NFkB inh,APJ ag,Mdm2 MdmX PPI,UPR XBP1 act,697 NFkB inh,tim23-1 inh,APJ antagonist,UPR CHOP act
COc1ccccc1NC(=O)NC1CCCc2ccccc21 (configuration not stated),5,4,20,-5,9,5,23,3.4
Cc1ccc(-n2ncc3c(NNC(=O)c4ccco4)ncnc32)cc1Cl,-33,0,15,-4,-33,-3,-11,1.1
O=c1cc(O)nc(-c2ccc(Cl)cc2)s1,-1,-2,0,-4,9,12,38,0.4
Cc1cccc(-n2ncc3c2CCCC3NC(=O)CCc2ccncc2)c1C (configuration not stated),14,-4,-2,-4,-38,-17,-9,0.1
CCCCSC(=S)NC1CCS(=O)(=O)C1 (configuration not stated),31,2,27,-5,-25,20,3,-1.9
O=c1[nH]c2ccc(NC(=S)Nc3ccc(Cl)cc3Cl)cc2[nH]1,7,-9,27,-2,10,20,16,-0.4
Cc1nonc1NC(=O)CSc1nnnn1-c1ccccc1,9,1,-15,-3,-8,12,9,-0.3
CC1CN(C(=O)COc2ncnc3ccccc23)CC(C)O1 (configuration not stated),0,-1,12,2,4,15,4,1.2
O=C(Cn1c2ccccc2c(=O)c2ccccc21)Nc1ccccc1F,4,-3,20,0,-15,2,-22,-0.4
O=C1[C@@H]2Cc3c([nH]c4ccccc34)C(c3ccc([N+](=O)[O-])cc3)N2C(=O)CN1C1CC1 (some centres not stated),16,-3,39,-4,-13,10,-1,-2.3

More entries follow.
smiles,Jurkat NFkB inh,APJ ag,Mdm2 MdmX PPI,UPR XBP1 act,697 NFkB inh,tim23-1 inh,APJ antagonist,UPR CHOP act
O=c1cc(-c2ccccc2)nc(SCc2ccc(F)cc2)[nH]1,-9,-1,19,-3,11,13,-15,-0.7
Cc1cc(C)n2c(SCCC(C)C)nnc2n1,-4,-4,-14,2,-4,-2,1,2.3
CCN(CCO)Cc1csc2cccc(Br)c12,1,-8,-12,-1,10,-7,11,-0.3
CCOC(=O)C1=C(COC(=O)COc2ccccc2C(C)C)NC(=O)NC1C (configuration not stated),5,-4,-2,1,2,16,-50,0.4
CCOc1ccc(NC(=O)c2sccc2-n2cccc2)cc1,-11,-2,19,-3,-19,12,-5,-0.1
Cc1noc(C)c1COC(=O)CCc1nc2ccccc2c(=O)[nH]1,-12,-2,6,1,-3,4,7,0.2
CSc1ncccc1C(=O)OCC(=O)NCc1ccccc1,12,-1,17,2,16,-1,11,0.8
CCOc1ccc(/C=C/C(=O)Nc2ccccc2C(F)(F)F)cc1,-19,-2,-24,2,-13,11,-7,2.5
Oc1ccc(-c2nc(-c3ccc(O)c(O)c3)cs2)cc1,48,0,12,9,-78,3,1,146*
Cc1ccc(CC(=O)N/N=C/c2ccc3c(c2)OCO3)cc1,-55,4,-17,1,-36,20,-16,2.2

Later entries
smiles,Jurkat NFkB inh,APJ ag,Mdm2 MdmX PPI,UPR XBP1 act,697 NFkB inh,tim23-1 inh,APJ antagonist,UPR CHOP act
Cc1oc(-c2ccc(Cl)cc2)nc1CN1CCCC(C(=O)N2CCOCC2)C1 (configuration not stated),1,4,14,-5,-22,5,15,-1.3
O=C(Nc1ccncc1)OCc1ccccc1,9,2,23,3,5,-1,4,0.7
COc1ccc(C2(c3ccc(OC)cc3)NC(=O)N(CC(=O)Nc3cc(C)ccc3OC)C2=O)cc1,-14,2,9,-6,-5,-4,-10,3.4
CCOC(=O)CC1C(=O)NCCN1C(=O)c1cc2c(=O)n3ccccc3nc2s1 (configuration not stated),3,-5,-28,2,11,6,6,3.8
Cc1ccccc1NC(=O)Cc1nc(COC(=O)c2ccc(Cl)c(S(N)(=O)=O)c2)cs1,3,-7,8,-4,20,5,8,-0.1
CCCCC(=O)Nc1nnn(CCC)n1,-12,1,2,-2,3,-2,9,1.2
O=S(=O)(Nc1ccc(N2CCCCC2)cc1)c1ccc(F)c(F)c1,-7,-1,-4,-4,5,29,-17,-2.9
Cc1ccc(C)c(N2CCN(S(=O)(=O)c3ccc4c(c3)NC(=O)CS4)CC2)c1,9,-1,17,-4,-12,39,21,2.4
Cc1ccc(CNC(=O)C2CCC(=O)N(CCc3cccc(F)c3)C2)s1 (configuration not stated),-14,0,-5,-3,-14,11,6,0.1
O=C(NCc1ccccc1F)C1CCCN(C(=O)Nc2ccccc2)C1 (configuration not stated),10,-2,14,2,9,6,16,-2.1
O=C(/C=C/c1ccc2ccccc2c1)c1ccoc1,-61,1,-25,-2,-24,17,-5,0.2
COc1ccccc1N(CC(=O)NC1CCCC1)S(=O)(=O)c1cccc(C(F)(F)F)c1,11,-7,17,0,9,37,20,1.5
COc1ccc(CCN=C(N)NS(=O)(=O)c2ccc(C)c(C)c2)cc1OC,10,4,7,-3,-4,1,19,2.4

An unsorted share of the library; 5% or so of the library scored in one or more.
